TRPC4 agonist – TRPC4 (mouse) channel activation | B-score at 10 µM | HEK293 TRPC4beta/mu-opioid, Fluo4 calcium fluorescence; stronger effect = higher value | AID 2237 | 0.49% of 310,000 active | Q9QUQ5;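 active = B-score above 5 SD of library B-scores, and initial fluorescence ratio not above library mean plus 5 SD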;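 note: positive B-score marks a calcium rise read as TRPC4 activation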
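Material: TRPC4beta and mu-opioid receptor HEK293 stable cells | Incubation: 45 min room-temperature Fluo4 loading, 110 s read | Detection: Kinetic Fluo4 calcium fluorescence | Measure: Integrated baseline-normalised fluorescence ratio, converted to per-well B score | Benchmarks: Low control buffer alone, high control maximal DAMGO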
HIF act – HIF pathway transcriptional activation | U2OS HRE-luciferase reporter, luminescence; normalized: DMSO 0%, desferrioxamine 100% | activation, % at 7.5 µM (by protocol) | 0.32% of 300,000 active;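 active = mean activation of at least 10% of the iron chelator positive control signal, with at least half of replicates also reaching 10%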
MrgX1 antag – blocks BAM8-22 activation of human MrgX1 receptor | Q96LB2 | MRGX1-HEK293 calcium flux, Fluo-4, BAM8-22 antagonism; stronger effect = lower value | B-score at 10 µM | 1.3% of 310,000 active | AID 588676;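 active = calcium-response B-score plate-corrected more than 3 library SD below zero, starting fluorescence within 5 deviations, no agonist response on first addition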;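 note: peak minus trough fluorescence over baseline after final BAM8-22 challenge near maximal dose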
PolyA inh – blocks polyadenylation in yeast reporter cells. 0.02% of 300,000 active. calls only at 12 µM. S. cerevisiae SKY197-pL101 polyadenylation reporter, beta-gal luminescence; efflux-impaired pdr1/pdr3 knockout yeast; score 100 = 6 SD above DMSO. AID 1875;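 active = lowest replicate activity score at least 50, where 100 means six control SD above control mean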;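 note: yeast exposed to compound for 9 h at 30 °C; higher score means more reporter readthrough which indicates perturbed polyadenylation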
MrgX1 agonist – human MrgX1 receptor agonism, primary screen | 0.44% of 310,000 active | B-score at 10 µM | Q96LB2 | AID 588627 | MrgX1-HEK293 cells, Fluo-4 calcium fluorescence, agonist mode; stronger effect = higher value;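 active = calcium response B-score plate-corrected fluorescence ratio at least 3 library SD, with starting fluorescence B-score inside 5 SD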
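Material: MrgX1-expressing HEK293 cells; input: 15,000 cells per well; doses: test compound given as first of three sequential additions; schedule: overnight plating before 1 h dye loading; technique: Fluo-4 NW calcium-flux fluorescence, kinetic read; evaluation: baseline-normalised fluorescence change ratio, B-scored; control set: plate-wise positive and negative controls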
TRPC4 inh – inhibitors of mouse TRPC4 channel. AID 2247. 0.39% of 300,000 active. B-score at 10 µM. Q9QUQ5. HEK293 TRPC4beta/mu-opioid, DAMGO-evoked Fluo4 calcium flux; stronger effect = lower value;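 active = B-score over 3 SD under the library average, no early fluorescence shift, positive overall ratio signal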
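Assay system: HEK293 cells with stable TRPC4beta plus mu-opioid receptor expression; Probe or stimulus: DAMGO in two steps, submaximal then maximal; Dosing: single-point compound dosing; Measured by: Fluo4 calcium-dye fluorescence, kinetic read; Read-out basis: B score from integrated Fluo4 fluorescence ratio.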
TRPC4 potent – TRPC4 (mouse) allosteric potentiation | B-score at 10 µM | 0.42% of 310,000 active | HEK293 TRPC4beta/mu-opioid, DAMGO EC20, Fluo-4 Ca2+ flux; stronger effect = higher value | AID 2227;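 active = B-score of calcium response area above 5 SD of library B-scores, with initial fluorescence ratio within 5 SD of library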;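 note: B-score of integrated fluorescence ratio over time as area under calcium response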
MrgX1 allo act – human MrgX1 positive allosteric modulation, primary screen | AID 588675 | 0.63% of 310,000 active | MrgX1-HEK293, Fluo-4 calcium flux, FDSS; stronger effect = higher value | Q96LB2 | B-score at 10 µM;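 active = plate-corrected calcium response at least 3 library SD above typical, normal starting fluorescence, not activating the receptor alone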;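 note: compound read alongside a low EC10 to EC30 dose of BAM8-22 agonist; peak minus trough fluorescence over baseline measured at the second addition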
TRPC6 activator – activates the mouse TRPC6 cation channel; Q61143; HEK293-TRPC6 membrane potential dye fluorescence; stronger effect = higher value; B-score at 10 µM; 0.13% of 310,000 active; AID 2550;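 active = B-score of the integrated fluorescence ratio above library mean plus 3 SD, and starting fluorescence ratio within library mean plus 5 SD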;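 note: higher score means more depolarization so channel activation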
Target sequence (Q61143 whole entry, looked up): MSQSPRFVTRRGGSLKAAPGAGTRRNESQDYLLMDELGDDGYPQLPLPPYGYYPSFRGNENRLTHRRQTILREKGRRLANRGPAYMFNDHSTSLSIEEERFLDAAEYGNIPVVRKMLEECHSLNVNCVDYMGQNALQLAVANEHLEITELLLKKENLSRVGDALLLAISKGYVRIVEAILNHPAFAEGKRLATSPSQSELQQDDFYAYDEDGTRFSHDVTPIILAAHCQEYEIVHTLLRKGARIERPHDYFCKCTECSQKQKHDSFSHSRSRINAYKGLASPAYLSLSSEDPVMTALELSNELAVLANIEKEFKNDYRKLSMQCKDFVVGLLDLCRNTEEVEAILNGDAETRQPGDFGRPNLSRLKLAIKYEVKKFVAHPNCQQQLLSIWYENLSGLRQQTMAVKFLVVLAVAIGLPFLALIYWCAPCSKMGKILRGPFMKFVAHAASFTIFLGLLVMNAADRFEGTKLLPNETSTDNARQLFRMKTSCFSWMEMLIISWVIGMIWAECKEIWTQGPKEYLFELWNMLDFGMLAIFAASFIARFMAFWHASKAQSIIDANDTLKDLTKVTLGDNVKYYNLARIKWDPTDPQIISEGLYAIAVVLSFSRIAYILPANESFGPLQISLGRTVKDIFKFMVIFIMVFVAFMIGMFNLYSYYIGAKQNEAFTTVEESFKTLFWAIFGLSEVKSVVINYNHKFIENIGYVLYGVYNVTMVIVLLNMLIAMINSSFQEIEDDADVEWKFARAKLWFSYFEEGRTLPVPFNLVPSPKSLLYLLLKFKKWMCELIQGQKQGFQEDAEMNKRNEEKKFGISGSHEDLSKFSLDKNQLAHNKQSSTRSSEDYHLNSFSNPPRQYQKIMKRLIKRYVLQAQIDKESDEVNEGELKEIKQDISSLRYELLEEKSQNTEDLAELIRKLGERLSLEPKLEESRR
AI-2 QS modul – modulates the Vibrio harveyi AI-2 quorum sensing system. activity change, % at 7.5 µM. AID 2094. Vibrio harveyi JMH597 AI-2 luminescence/OD600 ratio, 9 h; stronger effect = lower value; strain lacks LuxN and CqsS sensors; 0 = neutral-control median. 0.4% of 300,000 active; in the data active = activity change below about -75%, passing the limit was not always enough;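 note: luminescence divided by OD600 gain over 9 h not by final OD600 alone; inactives centre near 13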
TRPC6 inh – mouse TRPC6 channel inhibition; HEK293-TRPC6, membrane potential dye, ACh-evoked depolarization; stronger effect = lower value; Q61143; 1.1% of 310,000 active; B-score at 10 µM; AID 2553;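 active = B-score under library mean minus 3 SD, initial fluorescence not abnormally high, positive integrated signal ratio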;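 note: B-score derived from integrated fluorescence ratio over the kinetic read; more negative B-score means stronger inhibition of depolarization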
An asterisk follows results filed as active; i = inactive; . = not tested or not shown.

SMILES	TRPC4 agonist	HIF act	MrgX1 antag	PolyA inh	MrgX1 agonist	TRPC4 inh	TRPC4 potent	MrgX1 allo act	TRPC6 activator	AI-2 QS modul	TRPC6 inh
Cc1ccc(C(=O)N/C(=C/c2ccc(-c3ccc([N+](=O)[O-])cc3)o2)C(=O)NCCCN(C)C)cc1	i	-0.8	i	i	45.5*	i	i	i	i	-3.2	i
O=S(=O)(NCc1ccco1)c1cccc(S(=O)(=O)N2CCCCC2)c1	i	0.0	i	i	i	i	i	i	i	21.0	i
O=C(CN1CCCCC1)N/N=C/c1cc2ccccc2nc1Cl	i	0.4	i	i	i	i	i	i	i	17.8	i
Oc1c(C(c2ccc(Cl)cc2)N2CCCC2)cc(Cl)c2cccnc12 (stereo unspecified)	i	2.9	i	i	i	i	i	i	i	-120.6*	i
Cc1cc(-c2ccccc2)nn1-c1nc2c(c(=O)[nH]c(=O)n2C)n1C	i	-0.3	i	i	i	i	i	i	i	24.9	i
O=[N+]([O-])c1cccc(-c2cc(C(F)(F)F)n3nc(-c4ccccc4)cc3n2)c1	i	-1.2	i	i	i	i	i	i	i	.	i
COc1ccnc(Oc2cc(Cl)cc(Cl)c2)c1C#N	i	-0.2	i	i	i	i	i	i	i	23.2	i
CCOC(=O)/C=C(\C)Nc1cc(C)nn1-c1ccccc1	i	-0.3	i	i	i	i	i	i	i	8.8	i
O=C(COc1ccc([N+](=O)[O-])cc1)N/N=C/c1cc([N+](=O)[O-])ccc1N1CCOCC1	i	-0.2	i	i	i	i	i	i	i	34.8	i
O=C(CN1C(=O)NC2(CCCC2)C1=O)OCCOc1ccc(F)cc1	i	1.1	i	i	i	i	i	i	i	24.6	i
O=S(=O)(c1ccc(NC(=S)NCc2cccnc2)cc1)N1CCCCC1	i	0.3	i	i	i	i	i	i	i	28.5	i
O=C(c1ccc(Br)o1)N1CCC(Cc2ccccc2)CC1	i	-0.1	i	i	i	i	i	i	i	6.9	i
c1ccc(COc2ccc(OCCOCCn3cncn3)cc2)cc1	i	2.6	i	i	i	i	i	i	i	25.6	i
COc1cc(/C=C(\NC(C)=O)C(=O)NC(C)(C)CC(C)(C)C)ccc1OC(C)=O	i	-0.3	i	i	i	i	i	i	i	13.9	i
CCc1ccc2c(c1)C1(NN=C(c3cccc4ccccc34)S1)C(=O)N2 (stereo unspecified)	i	0.7	i	i	i	i	i	i	i	64.8	i
Cc1cccc(NC(=O)CN2C(=O)S/C(=C\c3cccn3-c3cccc(C(=O)O)c3)C2=O)c1	i	0.1	i	i	i	i	i	i	i	2.5	i
CCC(CC)C(=O)Nc1nnc(SCC(=O)NC2CC2)s1	i	0.5	i	i	i	i	i	i	i	15.0	i
CC(=O)c1ccc([C@@H]2C[C@]34CN(Cc5cccc(C(F)(F)F)c5)S(=O)(=O)[C@H]3C[C@H]2O4)cc1	i	0.0	i	i	i	i	i	i	i	16.4	i
O=C(COC(=O)CC1CC2CCC1C2)Nc1cccc(S(=O)(=O)NC2=NCCCCC2)c1 (stereo unspecified)	i	-0.2	i	i	i	i	i	i	i	13.7	i
O=C(NC1CCCC1)C1CCN(C(=O)NCc2ccccc2)CC1	i	0.2	i	i	i	i	i	i	i	17.6	i
COC(CSc1nc(N)c2c3c(sc2n1)CN(C)CC3)OC	i	-40.5	i	i	i	i	i	i	i	13.9	i
CC[C@@H](C)[C@H](NS(=O)(=O)c1ccc(C)cc1)C(=O)N1CCC(C(=O)NCC(=O)O)CC1	i	-0.1	i	i	i	i	i	i	i	18.4	i
Cc1ccc(C(=O)NN(CCC(=O)NC(C)(C)C)C2=NS(=O)(=O)c3ccccc32)cc1	i	-0.5	i	i	i	i	i	i	i	14.6	i
CC1CCC/C(=N/Nc2nc3ccccc3s2)C1 (stereo unspecified)	i	0.6	i	i	i	i	i	i	i	19.6	i
O=C(N/N=C/c1ccco1)c1cc2ccccc2o1	i	0.3	i	i	i	i	i	i	i	20.3	i
O=C(O)C1CCN(S(=O)(=O)c2cccc3nsnc23)CC1	i	-0.7	i	i	i	i	i	i	i	9.3	i
CN(c1ccccc1)S(=O)(=O)c1cccc2ccccc12	i	-22.3	i	i	i	i	i	i	i	0.8	i
CC(C)NC(=O)C(=O)c1cn(C)c2ccccc12	i	-0.7	i	i	i	i	i	i	i	0.4	i
CCCNC(=O)/C=C/C(=O)O	i	-0.1	i	i	i	i	i	i	i	19.6	i
COC(=O)C(CCSC)NC(=O)Cn1ncc2c(=O)oc3ccc(C)cc3c21 (stereo unspecified)	i	-0.2	i	i	i	i	i	i	i	-4.9	i
COc1cc(CNCCCN2CCOCC2)ccc1OCC(=O)NC(C)(C)C	i	0.0	i	i	i	i	i	i	i	13.8	i
CCNc1nc(NCC)n2c(SCC(=O)Nc3ccc(OC)c(OC)c3)nnc2n1	i	-0.5	i	i	i	i	i	i	i	21.3	i
Cc1ccc2nsnc2c1S(=O)(=O)NC1CC1	i	0.1	i	i	i	i	i	i	i	10.1	i
CC(=O)N1CCC(=NNc2ccnc3cc(Cl)ccc23)CC1	i	-0.3	i	i	i	i	i	i	i	49.9	i
Cc1cc(C(=O)O)c(S(C)(=O)=O)s1	i	-0.2	i	i	i	i	i	i	i	7.0	i
COCc1nnc(NC(=O)c2ccc(NC(=O)C(C)C)cc2)s1	i	0.1	i	i	i	i	i	i	i	8.7	i
COc1ccc2nc(NC(=O)CCc3nc(-c4ccccc4F)no3)sc2c1	i	0.8	.	i	.	i	i	.	i	23.3	i
COc1ccc(CCN=C(C)c2cc(C)c(C)cc2O)cc1OC	i	-0.4	i	i	i	i	i	i	i	9.6	i
O=C1/C(=C\c2ccc3c(c2)OCO3)CCC/C1=C/c1ccc2c(c1)OCO2	i	-0.1	i	i	i	i	i	i	i	42.4	i
CCn1c(CNc2ccc(OC)cc2)nnc1SCC(=O)Nc1ccc(F)cc1	i	-0.1	i	i	i	i	i	i	i	14.3	i
COc1ccc(C(=O)N2CCN(c3ccccc3)CC2)cc1S(=O)(=O)N1CCOCC1	i	0.3	i	i	i	i	i	i	i	16.8	i
CCOc1ccc(NC(=O)C2CC(=O)N=C(N)S2)cc1 (stereo unspecified)	i	-0.1	i	i	i	i	i	i	i	10.4	i
O=C(CNC(=O)c1ccccc1)NCC(=O)OCC(=O)c1ccccc1Cl	i	-2.6	.	i	.	i	i	.	i	13.1	i
CC(C)(C)n1cnc(C(N)=O)c1N	i	-0.2	i	i	i	i	i	i	i	6.1	i
CC(C)C(CC(=O)N1CCCCC1)C1CCOC(C)(C)C1 (stereo unspecified)	i	-0.3	i	i	i	i	i	i	i	4.4	i
CN(C)c1ccc(C(=O)OCC(=O)N2CCCCCC2)cc1	i	1.3	i	i	i	i	i	i	i	11.2	i
CCC(C(=O)OC)n1cnc2c(oc3ccccc32)c1=O (stereo unspecified)	i	1.4	i	i	i	i	i	i	i	44.6	i
O=C(CSc1nnc(-c2ccccn2)n1-c1ccccc1)Nc1ccc2c(c1)OCO2	i	0.2	i	i	i	i	i	i	i	21.4	i
COc1ccc(-c2c(C#N)c(N)nc3sc(C(=O)c4ccccc4)c(N)c23)cc1	i	-0.4	i	i	i	i	i	i	i	-10.5	i
CC(=O)c1c(C)[nH]c(C(=O)N2CCN(c3cc(Cl)ccc3C)CC2)c1C	i	0.6	i	i	i	i	i	i	i	1.9	i
Cc1cc(C)n(C(=O)CNC(=O)c2cccc(F)c2)n1	i	0.2	.	i	.	i	i	.	i	9.3	i
CC1=C(C(=O)OCCNC(=O)c2cccnc2)C(c2cccc([N+](=O)[O-])c2)C(C(=O)OCCN(C)C)=C(C)N1 (stereo unspecified)	i	-0.2	i	i	i	i	i	i	i	27.6	i
O=C(O)C1CC(=O)N(c2ccc(Br)cc2)C1 (stereo unspecified)	i	-0.3	i	i	i	i	i	i	i	-2.0	i
COc1cc(OC)cc(OC(=O)c2cccc(S(=O)(=O)N3CCN(C)CC3)c2)c1	i	0.9	i	i	i	i	i	i	i	19.8	i
CSc1cccc(CN2CCC(Oc3cccc(C(=O)N4CCCC4)c3)CC2)c1	i	-0.3	i	i	i	i	i	i	i	76.6	i
O=C(CN1CCN(CC(=O)Nc2cccc(F)c2)CC1)Nc1ccc(-c2ccccc2)cc1	i	-1.1	i	i	i	i	i	i	i	10.6	i
CC1CC(=O)c2cnc(NCc3ccco3)nc2C1 (stereo unspecified)	i	0.4	-7.24*	i	i	i	i	i	i	11.2	i
CCOC(=O)N1CCN(C(=O)CSc2nc(=O)n3cccc(C)c3n2)CC1	i	-0.3	i	i	i	i	i	i	i	29.2	i
CCOC(=O)Cc1csc(NC(=O)COc2ccc(N(C)S(=O)(=O)c3ccc(C)cc3)cc2)n1	i	-0.4	i	i	i	i	i	i	i	22.0	i
O=C(COc1ccc(S(=O)(=O)N2CCCCC2)cc1)N1CCCCCC1	i	-0.3	i	i	i	i	i	i	i	8.9	i
(more compounds)
SMILES	TRPC4 agonist	HIF act	MrgX1 antag	PolyA inh	MrgX1 agonist	TRPC4 inh	TRPC4 potent	MrgX1 allo act	TRPC6 activator	AI-2 QS modul	TRPC6 inh
CC(=O)N(Cc1ccccc1)Cc1nc2sc(C)c(C)c2c(=O)[nH]1	i	-0.2	i	i	i	i	i	i	i	12.7	i
Cc1csc(NC(=O)c2ccc(S(=O)(=O)N3CCN(C)CC3)cc2)n1	i	0.3	i	i	i	i	i	i	i	2.0	i
CCN1CCN(CCCN(Cc2ccco2)C(=S)Nc2cccc(Cl)c2C)CC1	i	-0.2	i	i	i	i	i	i	i	36.2	i
COC(=O)C1=C(C)N(CCc2ccccc2)C(=O)/C1=C\c1ccco1	i	0.3	i	i	i	i	i	i	i	10.8	i
Cc1ccc(S(=O)(=O)N2CCCC(C(=O)Nc3ccc(C(=O)O)cc3)C2)cc1Cl (stereo unspecified)	i	0.2	i	i	i	i	i	i	i	9.1	i
CCn1cc(S(=O)(=O)NCCc2ccc(F)cc2)cn1	i	-0.4	i	i	i	i	i	i	i	42.6	i

A portion of the library. The share of hits here may be higher or lower than overall.
